# Compound activity: PubChem BioAssay, several laboratories
# TROY NFkB inh – TROY signaling inhibition; Q293 LMP1-TROYcd NF-kB luciferase reporter, 4 h; inhibition, % at 10 µM; 0.98% of 360,000 active;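 active = compounds whose plate-normalised and pattern-corrected inhibition of the luciferase reporter signal at the single screening dose is 50% or more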
# NCOA3 inh – human NCOA3 inhibition; HEK293 GAL4-SRC3 luciferase reporter, luminescence; 0.17% of 360,000 active; AID 588352; inhibition, % at 3.6 µM;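 active = inhibition above a per-campaign cutoff, the mean of all compounds plus 3 SD, cut at about 60% in these data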;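 also: 0% = DMSO-treated cells and 100% = gossypol-treated cells at 36 µM; higher means less SRC3-driven luciferase light from the GAL4 reporter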
# Target sequence (Q9Y6Q9 whole entry, looked up, the tested form may be a part): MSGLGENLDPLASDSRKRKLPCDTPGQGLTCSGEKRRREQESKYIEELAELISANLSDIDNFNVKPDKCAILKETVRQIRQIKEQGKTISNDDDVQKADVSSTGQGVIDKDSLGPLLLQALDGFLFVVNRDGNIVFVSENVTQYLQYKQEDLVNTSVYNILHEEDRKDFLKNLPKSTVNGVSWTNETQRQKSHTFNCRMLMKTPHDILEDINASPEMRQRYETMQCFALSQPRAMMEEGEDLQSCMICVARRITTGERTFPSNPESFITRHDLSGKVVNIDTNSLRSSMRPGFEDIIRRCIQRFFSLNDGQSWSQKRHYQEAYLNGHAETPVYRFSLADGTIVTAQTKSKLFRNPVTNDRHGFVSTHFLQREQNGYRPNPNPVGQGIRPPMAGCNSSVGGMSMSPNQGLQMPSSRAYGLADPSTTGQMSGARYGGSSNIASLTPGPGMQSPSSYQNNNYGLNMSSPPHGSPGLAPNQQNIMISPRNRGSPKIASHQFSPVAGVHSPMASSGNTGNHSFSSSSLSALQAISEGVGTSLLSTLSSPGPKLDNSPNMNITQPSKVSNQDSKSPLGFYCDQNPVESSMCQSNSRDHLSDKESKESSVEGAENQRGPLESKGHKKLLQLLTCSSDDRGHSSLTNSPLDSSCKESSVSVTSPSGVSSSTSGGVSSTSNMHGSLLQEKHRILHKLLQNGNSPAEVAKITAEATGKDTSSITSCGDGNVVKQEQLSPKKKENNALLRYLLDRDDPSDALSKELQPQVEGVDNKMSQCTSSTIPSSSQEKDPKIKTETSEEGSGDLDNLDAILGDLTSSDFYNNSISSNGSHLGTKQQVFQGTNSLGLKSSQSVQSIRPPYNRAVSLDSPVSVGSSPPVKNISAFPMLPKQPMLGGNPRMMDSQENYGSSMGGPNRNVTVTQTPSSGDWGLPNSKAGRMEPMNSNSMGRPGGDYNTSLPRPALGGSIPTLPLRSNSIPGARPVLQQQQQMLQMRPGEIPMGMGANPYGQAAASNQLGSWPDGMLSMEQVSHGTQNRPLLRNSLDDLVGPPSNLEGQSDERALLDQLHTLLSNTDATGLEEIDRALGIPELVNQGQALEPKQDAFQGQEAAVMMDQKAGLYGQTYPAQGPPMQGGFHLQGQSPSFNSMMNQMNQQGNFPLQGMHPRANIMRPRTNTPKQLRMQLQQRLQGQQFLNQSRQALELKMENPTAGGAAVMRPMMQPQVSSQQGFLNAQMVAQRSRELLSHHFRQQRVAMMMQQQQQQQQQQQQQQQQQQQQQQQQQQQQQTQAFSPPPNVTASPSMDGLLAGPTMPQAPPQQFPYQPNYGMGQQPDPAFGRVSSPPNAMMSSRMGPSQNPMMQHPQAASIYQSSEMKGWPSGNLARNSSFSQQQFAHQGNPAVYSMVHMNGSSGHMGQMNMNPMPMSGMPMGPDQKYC
# SRC1 inh – inhibits human SRC1 coactivator; Q15788; inhibition, % at 3.6 µM; 0.12% of 360,000 active; HEK293 GAL4-SRC1 luciferase reporter, luminescence;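 active = inhibition above the campaign mean plus 3 SD, with each screening campaign given its own cutoff, cut at about 60% in these data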;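 also: 0% = DMSO treated cells and 100% = gossypol at 36 µM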
# COUP-TFII inh – blocks human COUP-TFII nuclear receptor. HEK293T NGFI-A luciferase reporter, luminescence. inhibition, % at 8.6 µM. 0.7% of 370,000 active. AID 686940;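 active = inhibition above a per-plate cutoff, mean inhibition of test wells between control levels plus 3 SD, cut at about 38% in these data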;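 also: cells cotransfected with COUP-TFII expression vector driving the NGFI-A reporter; 0% = median of COUP-TF2 test wells and 100% = reporter-only cells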
# LRH-1 inv ag – suppresses constitutive activity of human LRH-1; O00482; HEK293T StAR-luciferase reporter, LRH-1 transfected, 24 h; inhibition, % at 3.6 µM; 0.13% of 360,000 active; AID 602396;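 active = inhibition above the mean inhibition of all tested compounds plus 3 SD, cut at about 73% in these data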;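 also: 0% = DMSO wells and 100% = reporter-only cells lacking LRH-1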
# TWEAK-Fn14 inh – blocks TWEAK-Fn14 interaction in a reporter cell assay; TWEAK-stimulated Fn14 reporter cells, luciferase luminescence, 8 h; 2% of 360,000 active; inhibition, % at 10 µM; in the data active = inhibition above about 50%
# NOD2-RIPK2 inh – inhibitors of human NOD2-RIPK2 interaction. O43353. CHO BLA complementation NOD2-RIPK2, CCF4 ratio. inhibition, % at 4.98 µM. 0.38% of 360,000 active; in the data active = inhibition above about 21%;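 also: 0% = vehicle only and 100% = reference blocker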
# TRAIL sens C8 – caspase-8 TRAIL sensitization; NB7+C8 cells + TRAIL, ATPlite viability luminescence; inhibition (viability loss, TRAIL sensitization), % at 10 µM; 1% of 360,000 active;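 active = compounds causing at least 50% loss of cell viability in the single-dose screen, relative to plate controls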
# NCOA2 inhibitor – human SRC2 (NCOA2) inhibition; AID 651957; 0.17% of 370,000 active; Q15596; inhibition, % at 9 µM; HEK293 GAL4-SRC2 luciferase reporter, luminescence;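 active = inhibition above the mean inhibition of all tested compounds plus 3 SD, set per campaign, cut at about 52% in these data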;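 also: 0% = DMSO treated cells and 100% = cells given Gossypol at 36 µM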
# TLR9-MyD88 inh – TLR9-MyD88 interaction inhibition; Q9NR96+Q99836; CHO BLA complementation TLR9-MyD88, CCF4 FRET ratio; inhibition, % at 4.98 µM; 0.21% of 340,000 active;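 active = inhibition above the mean over all tested compounds plus 3 SD, cut at about 21% in these data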;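 also: 0% = DMSO only wells and 100% = clavulanate BLA inhibitor control wells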
# LMP1 NFkB inh – reduces LMP1-driven NF-kappaB luciferase signal; inhibition, % at 12.5 µM; AID 504558; LMP1-induced NF-kappaB luciferase reporter cells, luminescence; 0.69% of 350,000 active; in the data active = inhibition above about 41%;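 also: 0% = neutral control wells and 100% = reference inhibitor control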
# * = called active by the depositor; nt = not tested or not shown.
1: c1ccc(COc2ccc(OCCN3CCCCC3)cc2)cc1
2: COc1ccc(/C=N/NC(=O)c2nc(Cl)c(Cl)c(N)c2Cl)cc1COc1ccc(F)cc1F
3: Nc1ccc(-c2nc3ccc(C(=O)O)cc3s2)cc1
4: COc1ccc(NC(=O)CN(Cc2ccccc2)S(C)(=O)=O)cc1
5: Cc1ccc(S(=O)(=O)CCC(=O)NCc2ccccc2)cc1
6: CC(=O)N1c2ccc(S(=O)(=O)NCC3CCC(C(=O)NCc4ccc(C)cc4)CC3)cc2CC1C (configuration not stated)
7: COCc1cc(C)nc(OCC(=O)N/N=C/c2ccc(O)cc2O)c1C#N
8: N/C(=N\c1nc(CSc2ccccn2)cc(=O)[nH]1)Nc1ccc(Cl)cc1Cl
Compound	1	2	3	4	5	6	7	8
TROY NFkB inh	-43	9	21	6	-4	18	12	15
NCOA3 inh	-13	16	33	5	13	-4	10	-7
SRC1 inh	-16	-6	9	-12	-19	-10	-3	-6
COUP-TFII inh	4	6	42*	17	11	4	-2	-11
LRH-1 inv ag	-5	-2	-7	-4	-22	-2	-4	2
TWEAK-Fn14 inh	-11	-23	97*	-3	-14	-18	0	-22
NOD2-RIPK2 inh	-1	-3	-18	3	-4	0	-2	-11
TRAIL sens C8	8	7	70*	-18	0	-5	2	10
NCOA2 inhibitor	-18	9	34	-16	-9	-4	7	-13
TLR9-MyD88 inh	-7	-10	3	-9	-2	3	-6	4
LMP1 NFkB inh	-8	4	78*	4	4	8	2	4

9: CCOC(=O)C1CCN(C(=O)c2ccc3nc(-c4ccc(OC)cc4)c(-c4ccc(OC)cc4)nc3c2)CC1
10: COc1ccc(NS(=O)(=O)c2cc(NC(=O)CCNC(C)=O)ccc2N2CCOCC2)cc1
11: Cc1ccc(CN2CC(C(=O)N3CCN(c4ccccc4O)CC3)CC2=O)cc1 (configuration not stated)
12: COc1ccc(-n2nc([N+](=O)[O-])c(=NCCCN3CCCC3=O)n2O)cc1
13: CC(=O)c1cccc(-c2ccc3c(=O)[nH]c(Nc4ccccc4)cc3c2)c1
14: O=[N+]([O-])c1ccc2nc(-c3ccc(OC(F)F)cc3)cn2c1
15: Cc1cnc(NC(=O)CSc2nnc(C)s2)s1
16: Fc1ccc(C2CCCN2Cc2nc(Cc3ccccc3F)no2)cc1 (configuration not stated)
Compound	9	10	11	12	13	14	15	16
TROY NFkB inh	5	6	25	5	-23	-30	-12	-17
NCOA3 inh	17	-24	6	6	4	-55	-4	19
SRC1 inh	-7	6	6	13	-32	-30	-40	3
COUP-TFII inh	-4	1	17	-12	-13	12	-8	18
LRH-1 inv ag	0	8	12	-11	-2	-74	4	11
TWEAK-Fn14 inh	-8	2	3	0	-11	31	-3	12
NOD2-RIPK2 inh	-5	-7	2	-14	-7	-6	-8	-5
TRAIL sens C8	5	-12	2	-1	-9	27	-12	10
NCOA2 inhibitor	4	-21	8	-23	5	-24	6	-43
TLR9-MyD88 inh	-6	-15	-8	4	-3	-16	-2	9
LMP1 NFkB inh	-3	0	7	7	3	-4	4	-12

# Values in list order from the list:
# NCOA3 inh, nos. 9–16, in order: 17, -24, 6, 6, 4, -55, -4, 19
# SRC1 inh, nos. 9–16, in order: -7, 6, 6, 13, -32, -30, -40, 3
# LRH-1 inv ag, nos. 9–16, in order: 0, 8, 12, -11, -2, -74, 4, 11

# (listing goes on)
17: Cc1ccc(C(=O)COc2ccc3c(C)cc(=O)oc3c2)cc1
18: CCOC(=O)NC(=O)COC(=O)Cc1cc(OC)c(OC)c(OC)c1
19: O=C(Nc1nc2ccccc2[nH]1)c1cccc(F)c1
20: O=c1[nH]c2cc(O)ccc2c2ccccc12
21: Cc1ccc(N2CC(C(=O)Nc3cc(Cl)ccc3-n3cncn3)CC2=O)cc1 (configuration not stated)
22: Cc1ccc(CCNC(=O)C2CC(c3ccccc3[N+](=O)[O-])=NO2)cc1 (configuration not stated)
23: Cc1ccc(CSCC(=O)N2CCN(c3ccc(F)cc3)CC2)cc1
24: O=C(CSc1nnc2ccc(-c3ccccn3)nn12)Nc1ccc(F)cc1
Compound	17	18	19	20	21	22	23	24
TROY NFkB inh	-8	-6	11	-38	-7	-4	-12	5
NCOA3 inh	-25	-7	-110	0	-9	1	4	-4
SRC1 inh	-18	-15	-97	-17	-25	-14	12	-2
COUP-TFII inh	2	5	-40	-13	2	7	15	-13
LRH-1 inv ag	0	-17	-78	-23	-8	20	-2	22
TWEAK-Fn14 inh	0	23	36	-17	4	3	-9	-19
NOD2-RIPK2 inh	-3	0	-1	10	-9	-7	13	-14
TRAIL sens C8	-11	0	43	5	3	-16	-5	-23
NCOA2 inhibitor	-27	14	-12	-9	-15	-8	10	-12
TLR9-MyD88 inh	-5	-1	-11	nt	-9	-4	5	1
LMP1 NFkB inh	8	-8	0	nt	-5	-11	-2	24

25: COCCN(C(=S)Nc1cccc(OC)c1)C1CCN(C(C)C)CC1
26: COc1ccc(S(=O)(=O)N2CCOCC2)cc1NC(=O)CSc1nnc(C2CC2)n1C
27: O=C(CSc1ccccc1F)NNC(=O)c1cncc(Br)c1
28: COc1ccc(N=CC2=C(O)CC(c3ccccc3)CC2=O)c(OC)c1 (configuration not stated)
29: COc1ccc(C)cc1-n1c(C)cc(C=O)c1C
30: CCOC(=O)c1c(-c2ccccc2)n(C)c2ccc(O)cc12
31: CC(=O)N1C(O)CC(C)N1c1ccccc1 (configuration not stated)
32: CCN1CCN(Cc2c(O)ccc3c2O/C(=C\C=C\c2ccccc2OC)C3=O)CC1
Compound	25	26	27	28	29	30	31	32
TROY NFkB inh	-14	14	-23	7	11	12	8	-20
NCOA3 inh	6	0	13	12	-6	-2	-21	-1
SRC1 inh	13	-3	-9	6	-6	-1	-14	-4
COUP-TFII inh	-10	0	1	8	10	1	10	-3
LRH-1 inv ag	19	-10	2	6	-14	17	2	-2
TWEAK-Fn14 inh	-15	17	0	10	-6	-6	-13	17
NOD2-RIPK2 inh	2	-7	0	2	-9	2	-1	1
TRAIL sens C8	-5	-14	1	-28	12	10	-10	8
NCOA2 inhibitor	-17	-21	18	-4	7	5	-5	-16
TLR9-MyD88 inh	10	3	-5	0	-17	-61	0	-8
LMP1 NFkB inh	3	4	0	-17	6	0	6	10

33: CCN(C(=S)Nc1cccnc1)c1ccccc1
34: COCCn1c(SCC(=O)c2cccc(OC)c2)nnc1-c1ccco1
35: COc1cc(OC)cc(C(=O)N2CCN(C3CCCCC3)CC2)c1
36: CCOC(=O)C1CCCN(C(=O)CCNS(=O)(=O)c2ccc3c(c2)CCC(=O)N3)C1 (configuration not stated)
37: CCOc1ncccc1C(=O)OCC(=O)Nc1cc(S(=O)(=O)N2CCOCC2)ccc1Cl
38: CCCCCCOC(=O)CCc1c(C)nc(N)[nH]c1=O
39: COc1ccc(CCOC(=O)c2ccc(N)c([N+](=O)[O-])c2)cc1
40: COc1ccc(N2CCN(C(=O)c3ccc(C)c(Cl)c3)CC2)cc1
Compound	33	34	35	36	37	38	39	40
TROY NFkB inh	16	-13	13	-13	4	nt	20	-26
NCOA3 inh	3	-41	11	10	16	6	1	1
SRC1 inh	-9	-45	-3	15	0	-4	-24	7
COUP-TFII inh	7	0	-3	9	-2	-6	6	1
LRH-1 inv ag	7	-3	-10	17	-5	6	18	-25
TWEAK-Fn14 inh	7	-13	10	19	6	-8	5	17
NOD2-RIPK2 inh	-2	-1	0	0	0	7	0	4
TRAIL sens C8	2	6	6	0	-1	17	14	5
NCOA2 inhibitor	-7	-25	-1	-38	3	9	-19	-4
TLR9-MyD88 inh	-12	1	-16	7	-9	4	6	-2
LMP1 NFkB inh	-3	-1	0	-9	4	5	17	3

# Single values from the results shown:
# SRC1 inh with entry 15 = -40
# LMP1 NFkB inh with entry 12 = 7

# Structural class: the compounds so far with two or more sulfur atoms
15: Cc1cnc(NC(=O)CSc2nnc(C)s2)s1
26: COc1ccc(S(=O)(=O)N2CCOCC2)cc1NC(=O)CSc1nnc(C2CC2)n1C
Compound	15	26
TROY NFkB inh	-12	14
NCOA3 inh	-4	0
SRC1 inh	-40	-3
COUP-TFII inh	-8	0
LRH-1 inv ag	4	-10
TWEAK-Fn14 inh	-3	17
NOD2-RIPK2 inh	-8	-7
TRAIL sens C8	-12	-14
NCOA2 inhibitor	6	-21
TLR9-MyD88 inh	-2	3
LMP1 NFkB inh	4	4

# Other records
41: O=C(N/N=C\c1ccc(COc2ccc([N+](=O)[O-])cc2)o1)c1ccc(Cl)cc1
42: Nc1ccc(-c2nc3ncccc3o2)c(O)c1
43: O=[N+]([O-])c1ccc(NN=Cc2cccc([N+](=O)[O-])c2)cc1
44: Cc1noc(C)c1NC(=O)NCCN1CCN(Cc2ccccc2)CC1
45: CN1CCN(c2ccc(-c3cccc4nccn34)cn2)CC1
46: Cc1cc(C(=O)COC(=O)Cc2n[nH]c(=O)c3ccccc23)c(C)n1-c1ccc2c(c1)OCCO2
47: CCOC(=O)C1CCN(S(=O)(=O)c2cc(F)ccc2OC)CC1
48: COc1ccccc1NC(=O)Cn1nc(-c2ccncc2)nc1SCC(=O)NC1CCCC1
Compound	41	42	43	44	45	46	47	48
TROY NFkB inh	19	-18	-51	-15	-11	39	-16	4
NCOA3 inh	0	-41	-9	6	-20	9	12	-7
SRC1 inh	-11	-71	3	-17	-26	-18	-12	-11
COUP-TFII inh	8	-33	3	5	-28	28	2	11
LRH-1 inv ag	9	-54	-22	8	-12	-6	18	-7
TWEAK-Fn14 inh	22	-29	-27	2	-21	68*	3	11
NOD2-RIPK2 inh	-3	-5	-6	3	-5	-4	7	8
TRAIL sens C8	20	8	8	0	-7	28	-2	-3
NCOA2 inhibitor	11	-78	-2	6	-24	12	1	2
TLR9-MyD88 inh	-13	-5	1	-4	nt	1	4	3
LMP1 NFkB inh	-3	-1	-9	2	nt	14	6	-5

49: CC(Sc1nnc(-c2ccccc2Br)n1-c1cccc(C(F)(F)F)c1)C(N)=O (configuration not stated)
50: Cc1cccc(NC(=S)NCC23C=CC(O2)C2C(=O)N(c4ccc(Cl)cc4)C(=O)C23)c1 (configuration not stated)
51: COC(=O)[C@@]1(C(C)C)N=C(c2cc(OC)c(OC)c(OC)c2)[C@]2(O1)C(=O)Nc1ccc(F)cc12
52: O=S(=O)(c1ccccc1)N(CC1CO1)c1ccccc1 (configuration not stated)
53: Cc1oc(-c2ccc(Cl)cc2)nc1CN1CCCC(C(=O)NCc2ccco2)C1 (configuration not stated)
54: COc1ccc(S(=O)(=O)N2CCOCC2)cc1C(=O)N1CCCC1
55: CCC(C)N(C(=O)Cn1cnc2c1c(=O)n(C)c(=O)n2C)C1CCS(=O)(=O)C1 (configuration not stated)
Compound	49	50	51	52	53	54	55
TROY NFkB inh	9	-24	-3	13	-16	0	-4
NCOA3 inh	8	11	nt	10	-11	21	13
SRC1 inh	8	-5	nt	12	-19	-3	15
COUP-TFII inh	-7	6	-2	12	23	7	-7
LRH-1 inv ag	6	-2	-26	2	-24	-22	3
TWEAK-Fn14 inh	17	-2	1	-5	4	3	7
NOD2-RIPK2 inh	-9	7	4	-11	-2	-1	5
TRAIL sens C8	18	-3	8	6	-11	-2	9
NCOA2 inhibitor	-11	14	4	-29	-13	-7	-19
TLR9-MyD88 inh	6	-2	nt	-5	1	-8	6
LMP1 NFkB inh	4	-5	nt	0	-4	-2	-3

# Not all compounds are listed. The share of hits here may be higher or lower than overall.
